Screening data as filed in PubChem BioAssay.
DRD3 antagonist = antagonists of human D3 dopamine receptor; P35462; AID 652054; max response, negative = inhibition, %; D3R cells, DiscoveRx beta-arrestin luminescence, antagonist mode; active compounds read low; 360,000 tested, 2.5% active; in the data active = max response below about -50%; inconclusive = no clear call, values can overlap the other calls; also: % is scaled to controls: 0 for no effect and ±100 for the full control effect; mostly tested at two doses, the higher about 12 µM
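Cells expressing the human receptor were seeded at 1500 cells/well, incubated overnight at 37 degrees C in 5% CO2, then exposed to library compounds with dopamine controls for 90 minutes at 37 degrees C before luminescent detection.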
D3 ag = agonists of human D3 dopamine receptor; 410,000 tested, 0.58% active; P35462; max activation, %; AID 652048; D3R DiscoveRx beta-arrestin cells, luminescence, 90 min; in the data active = max activation above about 30%; also: 0% is about no effect; mostly tested at two doses, the higher about 12 µM
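Cells at 1500/well, incubated overnight, then treated with pinned compounds (dopamine as control) for 90 min at 37 degrees C. DiscoveRx reagent added for 30 - 60 minutes at room temperature; luminescence read.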
HEK293 tox = cytotoxicity counter-screen for GLP-1 receptor inverse agonists; HEK293 cAMP-luciferase reporter cells, luminescence, 24 h; Potency, µM (highest dose often 38.3 µM), for inactives: top-dose activity change, negative = inhibition, usual class: inhibitors; 410,000 tested, 0.13% active;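 also: loss of luciferase light is scored as toxicity; potency is read from the fitted curve at half-maximal effect; % is scaled to controls: 0 for no effect and ±100 for the full control effect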
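MLSMR compounds, 24 hr on cells at 37 deg C/5% CO2; luminescence after luciferase reagent (12 min RT). Inhibition counted as the undesired cytotoxic outcome.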
GLP1R ag = activates the human GLP-1 receptor | HEK293 GLP-1R CRE-luciferase, luminescence, 4-6 h; cells express a hypersensitive GLP-1R form | AID 624172 | P43220 | 380,000 tested, 0.007% active | Potency, µM (top dose mostly 45.6 µM), inactives show at the highest dose activation, hits mostly activators; also: potency is read from the fitted curve at half-maximal effect; % of control where 0% means no effect
Target sequence (P43220 whole entry, looked up): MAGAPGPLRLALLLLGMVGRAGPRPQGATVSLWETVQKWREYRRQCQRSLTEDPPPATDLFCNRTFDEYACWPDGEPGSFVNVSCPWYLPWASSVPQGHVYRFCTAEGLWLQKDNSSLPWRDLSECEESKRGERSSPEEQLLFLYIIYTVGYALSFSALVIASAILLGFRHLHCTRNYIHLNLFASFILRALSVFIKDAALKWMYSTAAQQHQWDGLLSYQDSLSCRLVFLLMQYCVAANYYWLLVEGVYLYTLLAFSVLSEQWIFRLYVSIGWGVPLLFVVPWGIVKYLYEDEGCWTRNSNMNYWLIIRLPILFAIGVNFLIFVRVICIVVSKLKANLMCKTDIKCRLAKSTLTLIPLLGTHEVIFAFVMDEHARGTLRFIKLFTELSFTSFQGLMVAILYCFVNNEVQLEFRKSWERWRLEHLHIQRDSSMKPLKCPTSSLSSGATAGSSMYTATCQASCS
PTHR1 ag = PTHR1 (human) receptor agonism. AID 743266. Potency, µM (top dose mostly 115 µM), without a hit: at the top dose activation, actives largely listed as activators. HEK293 GP2 PTHR1 cells, GloSensor cAMP luminescence, 1 h. 410,000 tested, 0.075% active. Q03431; also: potency is read from the fitted curve at half-maximal effect; nearly all actives have a fitted effect of over 55% in size; some results filed as inactive show a strong effect at the top dose; inactives centre near -15; many of its hits are not listed in these tables
Target sequence (Q03431 whole entry, looked up): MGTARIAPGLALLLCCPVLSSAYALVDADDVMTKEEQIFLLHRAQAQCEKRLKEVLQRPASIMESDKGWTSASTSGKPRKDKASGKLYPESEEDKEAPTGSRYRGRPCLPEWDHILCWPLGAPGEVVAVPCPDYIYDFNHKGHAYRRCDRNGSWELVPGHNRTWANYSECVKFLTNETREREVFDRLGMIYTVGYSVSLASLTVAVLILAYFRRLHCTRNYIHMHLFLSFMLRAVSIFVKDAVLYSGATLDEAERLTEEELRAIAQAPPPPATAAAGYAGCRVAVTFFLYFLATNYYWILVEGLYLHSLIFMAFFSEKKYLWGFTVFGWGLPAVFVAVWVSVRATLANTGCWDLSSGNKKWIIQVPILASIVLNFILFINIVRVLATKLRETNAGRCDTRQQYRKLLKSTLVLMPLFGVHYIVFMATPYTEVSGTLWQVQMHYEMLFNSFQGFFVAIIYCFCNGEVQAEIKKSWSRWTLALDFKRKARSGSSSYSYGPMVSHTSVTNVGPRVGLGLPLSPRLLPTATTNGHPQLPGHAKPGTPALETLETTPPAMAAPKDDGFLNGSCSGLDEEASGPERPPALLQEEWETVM
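HEK-293-derived GP2 cells expressing PTHR1 and a GloSensor cAMP reporter, 3,000/well, plated overnight, given luciferin plus IBMX (each 0.5 mM as added) for 1 h at 37 °C, then compound for 1 h at 37 °C. Luminescence was read after 15 min at room temperature.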
KB-V1 cytotox = kills drug-selected multidrug resistant KB-V1 cells; KB-V1 MDR cells viability, CellTiter-Glo, 72 h; Potency, µM (series often up to 46.1 µM), for the others: top-dose activity change, negative = cytotoxicity, usual class: cytotoxic; 400,000 tested, 3.4% active; also: potency is read from the fitted curve at half-maximal effect; % is scaled to controls: 0 for no effect and ±100 for the full control effect; nearly all actives have a fitted effect of over 60% in size
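Compound-treated KB-V1 multidrug-resistant cells, 72 h, 37 degrees C; viability by CellTiter-Glo. Fitted qHTS curves give the values.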
TDP43 rescue = rescues yeast growth from TDP-43 toxicity; TDP-43 expressing yeast growth rescue, BacTiter-Glo, 24 h; 410,000 tested, 1.8% active; Potency, µM (series often up to 46.1 µM), without a hit: top-dose growth rescue (activation), actives largely listed as activators; also: potency is read from the fitted curve at half-maximal effect; % of control where 0% means no effect; nearly all actives have a fitted effect of over 50% in size
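Growth rescue of TDP-43-toxic yeast measured as ATP luminescence (BacTiter-Glo). Cells grown to mid-log in raffinose, induced in galactose at OD600=0.02, exposed to compound 24 hr at 30 deg C.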
aSyn rescue = inhibitors of alpha-synuclein toxicity in yeast. Yeast expressing alpha-synuclein, growth rescue, BacTiter-Glo, 24 h. Potency, µM (doses to about 46.1 µM), for inactives: at the highest dose growth rescue (activation), most hits filed as activators. 370,000 tested, 0.14% active; also: potency is read from the fitted curve at half-maximal effect; % of control where 0% means no effect; nearly all actives have a fitted effect of over 65% in size
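Rescue of yeast growth: cells expressing toxic alpha-synuclein, induced in galactose at OD600 0.02, incubated with compound 24 h at 30 C. ATP luminescence quantified growth; inhibitors of toxicity appear as activators.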
GLP1R inv ag = inverse agonists of human GLP-1 receptor; HEK293 GLP-1R CRE-luciferase, luminescence, 24 h; GLP-1R form is constitutively active; Potency, µM (series often up to 38.3 µM), inactives show top-dose activity change, negative = inhibition, actives largely listed as inhibitors; P43220; 410,000 tested, 1.6% active; also: potency is read from the fitted curve at half-maximal effect; % is scaled to controls: 0 for no effect and ±100 for the full control effect; nearly all actives have a fitted effect of over 55% in size
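Using stably transfected HEK293 (constitutively active GLP-1R, cAMP-luciferase reporter), compounds were incubated 24 hr and luciferase measured by luminescence.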
* hit, by the source's call; i = inactive; ? = inconclusive; nt = no result given; [ ] = another dose, or the depositor's remark. Unless noted, calls follow the shape of the dose curve; as a rule, active = well fitted curve in the direction sought with a large enough effect; inconclusive = small, poorly fitted or top-dose-only effect, or another doubt; inactive = no such curve, though single readings can be large; an effect the other way counts as inactive or inconclusive. These rows are one share of the data; the hit share may differ from the screen's.

Value order – DRD3 antagonist	D3 ag	HEK293 tox	GLP1R ag	PTHR1 ag	KB-V1 cytotox	TDP43 rescue	aSyn rescue	GLP1R inv ag
> O=C(CCNC(=O)c1ccc(Cl)cc1)Nc1ccc(Cl)cc1F
→ -10	-24	11%	6%	-27%	-22%	-30%[inhibitor]	7%	-22%
> Cc1ccc(CCNC(=O)C2CCC(=O)N2Cc2cccnc2)cc1 (stereo not drawn)
→ 6	-7	17%	1%	-2%	-16%	-9%	0%	-4%
> COc1ccc(C(=O)Nc2cc3c(cc2C(=O)c2ccccc2Cl)OCCO3)cc1
→ nt	0	12%	-1%	i	0%	16%	-1%	4%
> CCCCOc1cccc(NC(=O)CSc2nccn2C)c1
→ 17	-3	-9%	-1%	-14%[57.5 µM]	-6%	0%	2%	-27%
> CN(C)CCCN1C(=O)C(=O)/C(=C(/O)c2ccncc2)C1c1cccnc1 (stereo not drawn)
→ -3	-3	11%	1%	-17%[57.5 µM]	4%	-15%	-8%	1%
> COc1ccc(-c2sc3ccc(OC)cc3c2C#Cc2cncn2C)cc1
→ 120	34*	-5%	21%	?	?	-66%[inhibitor]	-48%[inhibitor]	8%
> O=C(c1ccccc1F)N1C(=O)c2cccc3cccc1c23
→ 3	4	4%	5%	6%	6%	0%	-4%	8%
> CC(=O)Nc1ccc(OCCCNC(=O)c2c(-c3ccccc3)noc2C)cc1
→ -21	-10	11%	-2%	-28%	-13%	2%	1%	9%
> COC(=O)c1ccccc1NC(=O)c1ccc2nc(CCc3ccccc3)oc2c1
→ nt	-18	-1%	nt	?	21%	1%	nt	17%
> CCCN1CCN(C(=O)CN2C(=O)COc3ccc(S(=O)(=O)N(CC)CC)cc32)CC1
→ 16	-3	-7%	-3%	-13%	-1%	-1%	9%	17%
> Brc1ccccc1-c1csnn1
→ 2	-6	10%	2%	-19%	11%	6%	3%	26%
> COc1ccc(-c2nc(CN3CCCCC3CCc3ccccn3)c(C)o2)cc1 (stereo not drawn)
→ -12	-6	-8%	20%	i	0%	-4%	2%	-27%
> Cc1c(NC(=O)C(C)c2ccc(CC(C)C)cc2)c(=O)n(-c2ccccc2)n1C (stereo not drawn)
→ -8	14	-17%	-2%	-3%[57.5 µM]	1%	-10%	3%	?
> O=C(CCC1CCCC1)N1CCN(S(=O)(=O)c2ccc(Br)cc2)CC1
→ -11	-4	-13%	-1%	i	-28%	22%	14%	-2%
> COc1ccc(CCC(=O)NCCCNC(=O)CCc2ccc(OC)cc2)cc1
→ 13	1	-2%	-2%	i	0%	4%	-10%	3%
> COc1cccc(C(=O)OC(C)CN2CCCC2)c1 (stereo not drawn)
→ -6	-2	-13%	-7%	-2%[57.5 µM]	23%	17%	-14%	9%
> CC1CCCN(C(=O)CNC(=O)c2cccs2)C1 (stereo not drawn)
→ 0	0	-4%	-2%	-8%	18%	15%	4%	16%
> O=C(NNC(=O)C1CCN(S(=O)(=O)c2ccc(Cl)cc2)CC1)c1ccc(Cl)cc1
→ -7	2	2%	-8%	i	3%	22%	-7%	5%
> COc1cc(OC)cc(C(=O)N[C@H](C(=O)OCC(=O)Nc2ccc(C(C)C)cc2)C(C)C)c1
→ 4	1	-3%	21%	-3%	?	-3%	12%	?
> CCOc1ccc2nc(N3CCC(C(=O)Nc4cc(C)ccc4C)CC3)sc2c1
→ nt	8	6%	nt	i	-2%	0%	nt	33%[activator]
> CCOC(=O)C1CCN(C(=O)c2c(-c3c(F)cccc3Cl)noc2C)CC1
→ -11	-2	3%	-2%	-22%	7%	-5%	-5%	-2%
> COC(=O)C1=C(C(=O)OC)[C@@H]2N(C)c3ccccc3[C@@]23C[C@@H](C(=O)OC)N(C(=O)c2cc(C)oc2C)C3=N1
→ 7	4	2%	3%	-1%	-18%	3%	0%	-15%
> NC(=O)[C@@H]1CCCNc2c(I)cc([N+](=O)[O-])cc2C(=O)N[C@@H](CO)C(=O)N[C@@H](Cc2ccc(O)cc2)C(=O)N1
→ -26	-22	-22%	-1%	15%	-1%	-21%	-3%	12%
> O=C1C2C3c4ccccc4C(c4ccccc43)C2C(=O)N1c1nc(-c2ccccc2)cs1 (stereo not drawn)
→ 0	2	2%	-3%	i	0%	-28%	2%	-3%
> Cc1nn(C)cc1CNC(=O)c1cccc(Br)c1
→ 2	0	48%	5%	-24%	0%	-1%	4%	-11%
> CC(CN1CCCCC1)OC(=O)c1ccc(Cl)cc1Cl (stereo not drawn)
→ ?	-16	-5%	-13%	-11%[57.5 µM]	6%	3%	-1%	0%
> Cc1cccc(Cn2c(SCc3ccc(C(=O)NC4CCCC4)cc3)nc3ccncc32)c1
→ nt	-13	12%	nt	0%	-17%	6%	nt	8%
> Cc1nc(C(=O)NCc2ccccc2)sc1C1(C)CC(c2cccnc2)=NO1 (stereo not drawn)
→ 9	13	-3%	-5%	-38%[inhibitor]	0%	23%	-1%	-5%
> COc1ccc(-c2cc3ccc(O)c(CN4CCCC4)c3oc2=O)cc1OC
→ nt	-8	i	nt	i	nt	0%	nt	29%
> Cc1cccc(N2CCN(C(=O)c3ccccc3SCC(=O)N3CCCC3)CC2)c1C
→ 20	8	5%	-1%	i	0%	-10%	-3%	?
> CCOC(=O)c1c(NC(=O)Cc2cccs2)sc(C(=O)NC2CCCC2)c1C
→ 7	-3	-10%	-2%	i	11%	3%	7%	-11%
> CC(NS(=O)(=O)c1ccc(Cl)cc1)C(=O)NCc1ccco1 (stereo not drawn)
→ -2	-6	18%	4%	6%[57.5 µM]	3%	-23%	-1%	0%
> O=C1Nc2cc3c(cc2C1=O)sc1ccccc13
→ ?	-17	3%	14%	i	?	8%	13%	3%
> COCCCNc1nccn2ccnc12
→ 16	7	2%	-2%	-18%	1%	18%	2%	15%
> CCOc1ccc(N(C)S(=O)(=O)c2cc(-c3cc(C)no3)ccc2C)cc1
→ 37	4	1%	-1%	-29%	?	1%	-8%	?
> COc1ccccc1CNC(=O)c1ccc(S(=O)(=O)N(C)C)cc1
→ -15	10	6%	5%	i	5%	-16%	-8%	-15%
> Cc1cc(OCc2ccc(F)cc2)nc(-c2ccccc2O)n1
→ 35	3	7%	-11%	-1%[57.5 µM]	?	-7%	9%	0%
> O=C(N/N=C/c1cccc([N+](=O)[O-])c1)c1nc2ccccc2c(=O)[nH]1
→ 4	5	-1%	2%	-1%	-1%	-4%	0%	27%
> Cc1cc(NC(=O)CSc2ccc3nnc(CCNS(=O)(=O)c4ccccc4)n3n2)no1
→ 14	0	0%	12%	i	15%	-14%[0.397 µM]	0%	6%
> O=C1C2CCCN2C(c2ccccc2F)N1c1ccc(Cl)cc1 (stereo not drawn)
→ 10	-2	23%	-2%	-2%	?	0%	6%	6%
> CC(=O)Nc1ccc(OCC[n+]2cccc(C(N)=O)c2)cc1
→ 7	6	1%	1%	i	5%	-12%	-5%	-16%
> O=S(=O)(O/N=C1\CCCc2ccccc21)c1ccc(Cl)cc1
→ -10	-1	-4%	-5%	i	0%	-6%	2%	8%
> CCOc1ncccc1C(=O)OCc1cn2cc(Cl)ccc2n1
→ 12	-2	-27%	26%	i	?	?	-7%	-20%
> O=c1[nH]c(Cc2ccccn2)nc2scc(-c3ccc(Cl)cc3)c12
→ -13	4	13%	16%	-83%[inhibitor]	?	-14%[0.397 µM]	1%	49%[activator]
> CCCC(=O)Nc1ccc(C(=O)NCCCn2ccnc2)cc1
→ -22	2	0%	26%	-22%	13%	15%	1%	-5%
> O=C1OCC/C1=C\c1ccccc1O
→ 21	0	-11%	-1%	i	4%	2%	-10%	2%
> CCN(CC)CCNC(=O)c1cccc(NC(=O)C(=O)c2cc(Br)ccc2NC(C)=O)c1
→ 13	0	-1%[0.307 µM]	-6%	i	10%	-11%	-1%	13%[0.307 µM]
> COc1ccc(NC(=O)c2ccc3c(c2)C(=O)N(Cc2cccnc2)C3=O)c(OC)c1
→ 13	0	18%	-2%	i	-1%	5%	4%	18%
> O=C(c1ccccc1F)n1c2c(c3ccccc31)CCCC2
→ -2	0	3%	-7%	i	?	-8%	-5%	?
> CCOC(=O)c1cccc(NC(=O)c2cc(S(=O)(=O)N3CCCCCC3)cn2C)c1
→ nt	2	-4%	0%	-25%	-13%	15%	nt	0%

The list goes on:
Value order – DRD3 antagonist	D3 ag	HEK293 tox	GLP1R ag	PTHR1 ag	KB-V1 cytotox	TDP43 rescue	aSyn rescue	GLP1R inv ag
> O=C(NC1CCN(S(=O)(=O)c2ccccc2C(F)(F)F)CC1)c1ccco1
→ 1	-9	-6%	0%	-19%	5%	-12%	0%	4%
> COc1ccc(S(=O)(=O)N2CCN(C(=O)CCNC(=O)c3ccccc3Cl)CC2)cc1
→ 15	2	1%	0%	-9%	?	16%	-1%	15%
> CN1C(=O)CC(n2c(CO)nc3ccccc32)C1=O (stereo not drawn)
→ -19	1	59%[activator]	1%	15%	?	-1%	0%	15%
> CS(=O)(=O)N(CCc1ccccc1)CC(=O)NCc1ccco1
→ 7	-9	-1%	-3%	17%[57.5 µM]	0%	-18%	-5%	0%
> CCCc1cc(C(=O)Nc2ccc(OC)cc2[N+](=O)[O-])cs1
→ 4	6	1%	-4%	i	5%	0%	-8%	24%
> O=S(=O)(c1cccc2cccnc12)N(CCO)CCO
→ ?	-3	?	4%	-22%	5%	?	-5%	2%
> CC1Cc2ccccc2N1C(=O)CSc1nc(-c2ccco2)cc(C(F)(F)F)n1 (stereo not drawn)
→ -8	2	2%	-2%	-18%	?	10%	-1%	2%
> CCn1nc(C(=O)NNC(=O)c2ccc(OC(F)F)cc2)c2ccccc2c1=O
→ 27	6	-19%	-6%	i	16µM*	0%	-3%	12%
> COc1cccc(OCC(=O)N2CCC3(CC2)CC(=O)c2ccccc2O3)c1
→ -3	-5	-8%	13%	9%	-5%	6%	15%	-21%
> Cc1ccc(C)c(Cn2c(=O)n(Cc3ccccc3)c(=O)c3c(C)c(C)sc32)c1
→ nt	7	4%	nt	i	28%	7%	nt	-10%
